S3 lipid droplet: qHTS Assay for Lipid Storage Modulators in Drosophila S3 Cells. Drosophila S3 cells, BODIPY lipid droplet fluorescence, 18-24 h; cells fed with added oleic acid. lipid storage change, negative = inhibition, % at the top dose, mostly 46.1 µM; hits show Potency in µM. 0.64% of 320,000 active. AID 2685; active means well fitted inhibition curve with a large enough effect in the signal ratio, with a control signal flat, not every such curve was filed as active; inconclusive means small, poorly fitted or top-dose-only effect, or effect the other way, or a change in a side signal; the % refers to the signal ratio
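Drosophila S3 cells got compounds at several concentrations plus oleic acid (400 uM solution). Laser-scanning cytometry with 488 nm excitation read lipid droplets at 500-530 nm and cells at 575-640 nm. Percent activity was relative to 20 uM Triacsin C.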
S3 lipid droplet cell count max: further read-out of S3 lipid droplet, marked with its call; cell number change, %; measured here: cell count max response;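 cells counted by Cell Tracker Red CMTPX staining in the red channel; peak over a dose series mostly up to 46.1 µM; percent activity relative to internal control wells on each plate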
* = called active by the depositor; i = inactive; u = inconclusive; x = no result given. On the % scale 0 is the no-effect control and ±100 the full control effect; potency means the concentration at half of the fitted maximal effect. Not all compounds are listed; rates above refer to the full screens.

SMILES | S3 lipid droplet | S3 lipid droplet cell count max
COc1ccc(C2C(C(C)=O)=C(O)C(=O)N2c2nccs2)cc1OC (centres undefined) | 7% | -1
COC(=O)[C@H](Cc1ccccc1)NC(=O)N1CCN(Cc2ccccc2)CC1 | -18% | -21
C=Cc1ccc(Cn2c(=O)n(CCCOC)c(=O)c3sccc32)cc1 | 13% | -16
O=C(CCc1nnc(C2CCCCC2)o1)N1CCC(Oc2cccnc2)CC1 | 0% | 17
COCCNC(=O)C1c2ccccc2C(=O)N(CCOC)C1c1ccc(F)cc1 (centres undefined) | 7% | 2
COc1ccc(N2CCN(CC(=O)c3ccc(O)cc3O)CC2)cc1 | u | x
O=c1[nH]c2ccccc2nc1/C=C(\O)C1CC1 | u | x
O=C(O)c1c2c(nc3ccc(S(=O)(=O)N4CCC(C(=O)NCc5ccccc5Cl)CC4)cc13)CCCC2 | i | 8
COc1cc(OC)cc(C(=O)N2c3ccc(F)cc3CCC2C)c1 (centres undefined) | u | x
Cc1nc2ccc(NC(=O)C3COc4ccccc4O3)cc2s1 (centres undefined) | 12% | 6
C[C@@H](CN=[N+]=[N-])CN1CC[C@H](C(C)(C)C)CCC1=O | u | x
CN1CCN(C(=O)/C(C#N)=C/c2ccc(F)cc2)CC1 | 2% | 23
COc1cc2c(cc1OC)/C(=C/C(=O)c1ccc(OC)c([N+](=O)[O-])c1)NCC2 | u | x
COc1cccc(/C=N/NC(N)=S)c1OCc1ccccc1Cl | u | x
Cc1ccc(C)c(NC(=O)CSc2nnc(-c3ccco3)o2)c1 | i | x
CCN(CC)C(=O)c1ccc(-c2nnc(Nc3ccc(C(=O)N(C)C)cc3)c3ccccc23)cc1 | u | x
COC(=O)C1=C(C)N(C)C(=O)NC1c1ccc(C)cc1 (centres undefined) | 4% | -11
COc1ccc(CN2C(=O)c3cccnc3C2Nc2ccc(OC)c(Cl)c2)cc1 (centres undefined) | 1% | 0
COc1cc(Br)c(CC(=O)O)cc1OC | 3% | 10
NS(=O)(=O)c1cccc(NC(=O)CN2CCN(Cc3ccc4c(c3)OCO4)CC2)c1 | u | x
COc1ccc(NC(=O)CC(C)c2ccccc2)cc1S(=O)(=O)N1CCOCC1 (centres undefined) | 0% | -5
COc1cccc2cc(CC(=O)c3ccc(C)cc3C)c(=O)oc12 | u | x
CC(C)NC(=O)C1CC(=O)N(C(C)c2ccccc2)C1 (centres undefined) | u | x
COC(=O)c1c(NC(=O)CN(C)CC(=O)Nc2ccc(C)cc2)sc2c1CCC(C)C2 (centres undefined) | 10% | 6
COC(=O)C1C(=O)C2=C(CC1C)NC(C)=C(C(=O)OC1CCCCC1)C2c1ccc(N(C)C)cc1 (centres undefined) | u | x
CC(Oc1ccccc1)c1ccnn1S(=O)(=O)c1ccccc1 (centres undefined) | u | x
CCOc1ccc(CCNC(=O)c2ccc(F)c(S(=O)(=O)N3CCOCC3)c2)cc1OCC | 2% | 11
CCCCCCN(C(=O)CCCCCN1C(=O)NC(c2ccccc2)C(C(=O)OCc2ccccc2)=C1C)C(C(=O)NCCCC)c1ccc(OCC(=O)OC)c(C(=O)OC)c1 (centres undefined) | 1% | -16
CC1CCN(c2ncnc3nc[nH]c23)CC1 | 10% | 8
CCn1cc(C(=O)N[C@@H](CCSC)C(=O)NCCCN2CCOCC2)c(=O)c2cc3c(cc21)OCO3 | -14% | x
Cc1cc(NC(=O)c2cccc(F)c2)no1 | -4% | 10
COc1ccccc1C1NC=C([N+](=O)[O-])C=C1[N+](=O)[O-] (centres undefined) | u | x
C[C@H]1C(=O)N(C)CCN1C(=O)c1cccc(OC2CCN(CC(C)(C)C)CC2)c1 | u | x
CC1(C)CC(=O)c2c(Cc3ccccc3)n[nH]c2C1 | u | x
CN(C)CCNC(=S)Nc1ccc(Cl)cc1Cl | u | x
Cc1nnc(NC(=O)CSc2nnc(C)c(=O)n2N)s1 | 6% | 8
COc1cccc(-n2c(SCc3cc(=O)oc4cc(O)c(O)cc34)nc3ccccc3c2=O)c1 | -9% | 14
CC(=O)N(NC(=O)c1ccc(C)cc1)C1CC(=O)N(c2ccccc2Cl)C1=O (centres undefined) | 1% | 16
CC1CCC/C(=N\NC(=O)COc2ccccc2Cl)C1 (centres undefined) | 4% | 7
Nc1c(C(=O)Nc2ccc3c(c2)OCCO3)nnn1Cc1ccc(Br)cc1 | u | x

Molecules from the list above that have bromine, in the order listed:
SMILES | S3 lipid droplet | S3 lipid droplet cell count max
COc1cc(Br)c(CC(=O)O)cc1OC | 3% | 10
Nc1c(C(=O)Nc2ccc3c(c2)OCCO3)nnn1Cc1ccc(Br)cc1 | u | x

The list continues:
SMILES | S3 lipid droplet | S3 lipid droplet cell count max
On1nnc2ccccc21 | 15% | 3
O=C(NC1CCCCC1)C1CCN(C(=O)c2ccc(-c3ccccc3)cc2)CC1 | 0% | 9
O=C(COc1ccccc1Cl)Nc1ccc(Cl)cn1 | 11% | -14
COc1cccc(NC(=O)Nc2ccccc2Br)c1 | 2% | -6
Cc1cc(C(=O)NNC(=O)c2cccs2)nn1C(C)(C)C | u | x
C=CCOc1c(CNn2cn[nH]c2=S)cccc1OC | -4% | 7
COC(=O)[C@H](CC(C)C)NC(=O)N1CCCCC1C (some centres undefined) | -12% | -11
Fc1cc(Br)ccc1NC(=S)Nc1ccccc1 | -1% | 14
Cc1ccccc1OCC(O)Cn1c(=N)n(CCN2CCOCC2)c2ccccc21 (centres undefined) | u | x
CCOc1ccc(OCCCC(=O)N(C)CC(=O)Nc2ccc(N3CCOCC3)cc2)cc1 | u | x
O=C(Cn1ccc([N+](=O)[O-])n1)NCC1CCCO1 (centres undefined) | u | x
Cc1ccc(S(=O)(=O)N(C)C)cc1NC(=O)COC(=O)CCC(=O)c1ccc(F)cc1 | 9% | -4
COc1ccc(-c2nnn(Cc3ccccc3)n2)cc1OC | u | x
Cc1ccc(/C=N/NC(=O)c2nnn(-c3nonc3N)c2CN(C)C)s1 | u | x
CC(Sc1ncnc2sccc12)C(=O)Nc1ccc(C(N)=O)cc1 (centres undefined) | -1% | 0
CCOc1ccccc1NC(=O)C(=O)NCCC1=CCCCC1 | 1% | 4
COc1ccc(OC2C(=O)N(Cc3ccc4c(c3)OCO4)C2c2sccc2C)cc1 (centres undefined) | -18% | -6
Cc1nn2c3ccccc3n(CC(=O)c3cccs3)c2nc1=O | i | -10
COc1cnn(-c2ccc(C)cc2)c(=O)c1SCc1ccccc1 | -5% | -1
CC1CC(C)CN(CC(=O)N2CCCc3c2c(=O)oc2ccc(OCc4ccccc4)cc32)C1 (centres undefined) | u | x
COC(=O)c1cnc2c(c1C(=O)OC)c(=O)n(C)c(=O)n2C | -22% | 7
Cc1ccc(-c2nnc(NCc3nc4ccccc4[nH]3)c3ccccc23)cc1S(=O)(=O)N(C)C | u | x
O=c1c2ccccc2nnn1CSc1ccc2c(c1)OCCO2 | -6% | -12
CC(=O)Nc1ccc(S(=O)(=O)NNC(=O)NC23CC4CC(CC(C4)C2)C3)cc1 | -12% | 6
Nc1nnc(SCc2cn3cc(Cl)ccc3n2)s1 | u | x
O=C(Cc1cccs1)NCCn1ccc2ccccc21 | 17% | x
O=C(Nc1ccc(Cl)cc1)C1CCC(=O)N1Cc1ccccc1Cl (centres undefined) | i | -16
Cc1cccc(NC(=O)CSc2nccn2Cc2ccco2)c1C | u | x
COc1ccc(C2(C)NC(=O)N(CC(=O)c3cc(C)n(C4CC4)c3C)C2=O)cc1 (centres undefined) | u | x
COc1cc(/C=C/C(=O)OCC(=O)N2CCCc3ccccc32)ccc1OCC#N | u | x
O=C(Nc1ccc(-n2cnnn2)cc1)C1CCCN1C(=O)NC1CCCCC1 (centres undefined) | u | x
COc1ccccc1NS(=O)(=O)c1ccc(C)c(C(=O)NCCCN2CCCC2=O)c1 | u | x
COCCn1c(SCC(=O)c2ccc3c(c2)OCCO3)nnc1-c1ccoc1C | u | x
O=C(NCc1cccs1)C1CCN(S(=O)(=O)c2cccc3nsnc23)CC1 | i | -12
Cn1c(=O)c2c(ncn2CC(=O)Nc2ccc(Cl)cc2Cl)n(C)c1=O | u | x
CCOc1cc(N2CCOCC2)c(OCC)cc1NC(=O)COC(=O)C1CCCN1S(=O)(=O)c1ccccc1F (centres undefined) | 17% | 5
COc1nc2c(C)cccc2cc1-c1noc(-c2ccncc2)n1 | u | x
COCCOC(=O)C1=C(C)NC2=C(C(=O)CC(C)(C)C2)C1c1ccc2c(c1)OCO2 (centres undefined) | u | x
Cc1ccc(-c2cc(C(=O)NCc3cnn(C)c3C)c3cc(Br)ccc3n2)cc1 | u | x
CCOC(=O)CSc1nc2c(c(=O)n(C)c(=O)n2C)n1CCCc1ccccc1 | u | x
COc1ccc(C(=O)Nc2ccc(S(=O)(=O)NC(C)=O)cc2)cc1 | u | x
COC(=O)c1cc(=O)n(Cc2ccccc2)c(=NCc2ccccc2)s1 | 3% | 5
CCCCCNC(=O)Cc1ccc(OC)cc1 | u | x
Cc1ccc(S(=O)(=O)N(CC(=O)Nc2cccnc2)c2cccc(Br)c2)cc1 | i | -7
O=C(OCc1nc2ccccc2[n+]([O-])c1C(=O)c1ccccc1)c1cccs1 | u | x
O=C(c1ccccc1)c1ccc(OCCOCCN2CCN(Cc3ccccc3)CC2)cc1 | i | x
CCO[C@@H]1OC(C(=O)N2CCN(Cc3ccc4c(c3)OCO4)CC2)=C[C@H](c2ccc(C(F)(F)F)cc2)[C@H]1CCCO | u | x
CCc1cc(=O)oc2c(CNCc3c(F)cccc3Cl)c(O)ccc12 | u | x
COCCN1CCc2c(C)nc3c(-c4ccc(OC)c(OC)c4)cnn3c21 | u | x
Cc1cc[n+](CC(=O)N2CCCc3ccccc32)cc1 | -6% | -3
CCCCN(C(=O)CCC(=O)Nc1cc(C)on1)C(C(=O)NC(C)(C)C)c1cccc(OC)c1OC (centres undefined) | 3% | 1
O=C(CSc1nc2ccccc2c(=O)n1-c1ccc(F)cc1F)Nc1ccc2c(c1)CCC2 | u | x
CCCC[C@H]1COCCS(=O)(=O)N1Cc1cccc(Cl)c1 | u | x
COc1ccc(C2NC(=S)NC(C)=C2C(=O)Nc2ccccn2)cc1OC (centres undefined) | -2% | 9
COC(=O)c1cc(COc2ccc3oc(C)c(C(=O)OC(C)C)c3c2)c(C)o1 | i | x
CS(=O)(=O)c1ccc(Cl)c(NC(=O)C2CC(=O)N(Cc3ccco3)C2)c1 (centres undefined) | u | x
CCOCCCNC(=O)C1c2ccccc2Oc2ccccc21 | u | x
Nc1c(/C=C2\C=Nc3ccccc32)c(=O)nc2sc(CC(=O)N3CCOCC3)nn12 | i | -5
CCSc1nc(-c2cccs2)nc2ccccc12 | 3% | -5
Cc1ccc(S(=O)(=O)N(C)Cc2ccc(C(=O)NN=C3C4CC5CC(C4)CC3C5)cc2)cc1 | -9% | 9

Some of these compounds in order of molar mass, lowest first:
SMILES | S3 lipid droplet | S3 lipid droplet cell count max
CCOCCCNC(=O)C1c2ccccc2Oc2ccccc21 | u | x
CCCC[C@H]1COCCS(=O)(=O)N1Cc1cccc(Cl)c1 | u | x
COc1ccc(C(=O)Nc2ccc(S(=O)(=O)NC(C)=O)cc2)cc1 | u | x
COC(=O)c1cc(=O)n(Cc2ccccc2)c(=NCc2ccccc2)s1 | 3% | 5
COCCN1CCc2c(C)nc3c(-c4ccc(OC)c(OC)c4)cnn3c21 | u | x
CCCCN(C(=O)CCC(=O)Nc1cc(C)on1)C(C(=O)NC(C)(C)C)c1cccc(OC)c1OC (centres undefined) | 3% | 1

(next part)
SMILES | S3 lipid droplet | S3 lipid droplet cell count max
Cc1ccc(S(=O)(=O)N(C)C)cc1NC(=O)c1ccc(-n2cncn2)c([N+](=O)[O-])c1 | u | x
CCOc1cc(/C=C\c2nc(O)c([N+](=O)[O-])c(=O)[nH]2)ccc1OC(C)C | i | 19
Cc1ccc(S(=O)(=O)N2CCC(=O)N(CCO)CC2)cc1 | -1% | 16
COc1ccc(-c2nc3ccc(N4CCN(C)CC4)cc3c(=O)[nH]2)cc1 | u | x
CCOC(=O)c1c(C)[nH]c(C)c1S(=O)(=O)N(C)CC(=O)Nc1ccccc1C | i | -14
CCOc1ccccc1/C=N/Nc1nc2c(N)ncnc2n1[C@H]1O[C@@H](CO)[C@H](O)[C@@H]1O | 6% | 9
O=C(NCc1ccco1)C1CCCN(S(=O)(=O)c2cccc3nonc23)C1 (centres undefined) | u | x
O=C1N=c2ccccc2=C1c1sc(Nc2ccc(O)cc2)nc1O | 1% | -14
CC(=Nc1ccc(Br)cc1)c1sc2ccccc2c1O | i | x

Reprinted from the entries so far (3 entries):
SMILES | S3 lipid droplet | S3 lipid droplet cell count max
Cc1ccc(S(=O)(=O)N(C)C)cc1NC(=O)c1ccc(-n2cncn2)c([N+](=O)[O-])c1 | u | x
CCOc1cc(/C=C\c2nc(O)c([N+](=O)[O-])c(=O)[nH]2)ccc1OC(C)C | i | 19
Cc1ccc(S(=O)(=O)N2CCC(=O)N(CCO)CC2)cc1 | -1% | 16

Bioassay records: PubChem, National Center for Advancing Translational Sciences (NCATS)
